Screening data (PubChem)
Redox H2O2 prof: compounds producing H2O2 with reducing agent – biochemical, NIH compound library profiling, artefact control for MLSCN library redox annotation, primary screen; DTT-dependent redox cycling H2O2, phenol red/HRP absorbance; 100% = 100 µM peroxide control, 0% = buffer; activation, % at 10 µM; 0.03% of 200,000 active; AID 878, 2007;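 active = activation of at least 50% relative to the plate's high and low controls in the primary single-dose screen; inactive = activation below 50%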;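 note: compound incubated with DTT at 0.8 mM final as the reducing agent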
S1P3 antag: S1P3 receptor antagonists, primary screen, cell-based; CHO S1P3 NFAT-BLA reporter, FRET fluorescence, antagonist mode; inhibition, % at 4.98 µM; 0.27% of 170,000 active; AID 485, 2006;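 active = inhibition above the plate cutoff, the mean inhibition of test wells on that plate plus 3 SD, cut at about 28% in these data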;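 note: cells challenged with S1P at its EC80 of 0.8 µM; blue over green emission ratio from cleaved BLA substrate after 4 h stimulation; 0% = S1P-stimulated wells and 100% = unstimulated DMSO-only wells; some compounds past the cut are filed as inactive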
Target sequence (Q99500 whole entry, looked up): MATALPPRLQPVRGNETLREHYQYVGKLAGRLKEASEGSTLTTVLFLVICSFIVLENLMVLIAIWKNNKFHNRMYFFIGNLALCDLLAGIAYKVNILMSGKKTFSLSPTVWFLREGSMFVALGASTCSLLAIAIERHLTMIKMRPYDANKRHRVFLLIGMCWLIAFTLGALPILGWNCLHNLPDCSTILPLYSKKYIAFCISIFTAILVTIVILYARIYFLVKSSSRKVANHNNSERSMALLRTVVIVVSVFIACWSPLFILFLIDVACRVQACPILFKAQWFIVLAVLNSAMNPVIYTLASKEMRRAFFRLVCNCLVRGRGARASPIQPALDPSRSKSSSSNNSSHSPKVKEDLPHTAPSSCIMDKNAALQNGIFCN
Lmaj promast: Leishmania major promastigote growth inhibition, primary screen; inhibition, % at 10 µM; Leishmania major promastigotes, resazurin fluorescence viability; 9% of 200,000 active; in the data active = inhibition above about 50%;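 note: promastigotes grown with compound for 44 hours at 28 °C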
RAM inhibit: inhibitors of the yeast RAM network, primary screen, dse1pr::URA3 reporter, 5-FOA selection. S. cerevisiae dse1pr::URA3 reporter, 5-FOA growth OD615, 2 d; analog-sensitive cbk1-as2 kinase mutant strain. inhibition, % at 50 µM. 1.8% of 190,000 active. AID 868, 2007;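 active = inhibition above a set limit, 3 SD over mean compound inhibition, cut at about 8.4% in these data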;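 note: 0% = DMSO-only wells with no growth and 100% = 10 µM 1-NA-PP1 full growth; inhibition rescues growth on 5-FOA so higher OD means more RAM inhibition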
HMGR II inh: inhibitors of E. faecalis class II HMGR, primary screen, biochemical, Enterococcus faecalis; HMG-CoA reductase (Enterococcus faecalis, mvaE); purified E. faecalis HMGR, NADPH absorbance 340 nm kinetic; inhibition, % at 10 µM; 0.41% of 190,000 active; AID 1066, 2008;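 active = inhibition above a set limit, the median over all tested compounds plus 3 SD, cut at about 9.5% in these data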;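 note: enzyme runs in reverse so mevalonate oxidation gives rising NADPH absorbance; 0% = complete reaction with DMSO and 100% = background rate lacking mevalonate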
ROMK primary: ROMK potassium channel modulators, primary screen, cell-based, thallium flux, MLSMR library | ATP-sensitive inward rectifier potassium channel 1 (Homo sapiens), P48048 | Tet-inducible ROMK, thallium flux fluorescence; actives lie on both sides | B-score at 10 µM | 2% of 130,000 active | AID 1918, 2009;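 active = signal ratio slope over the read window, or its plate-corrected B-score, at least 3 SD from the plate mean, either direction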;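 note: B-score of the F/F0 ratio slope over 7 to 12 s after thallium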
Target sequence (P48048 whole entry, looked up): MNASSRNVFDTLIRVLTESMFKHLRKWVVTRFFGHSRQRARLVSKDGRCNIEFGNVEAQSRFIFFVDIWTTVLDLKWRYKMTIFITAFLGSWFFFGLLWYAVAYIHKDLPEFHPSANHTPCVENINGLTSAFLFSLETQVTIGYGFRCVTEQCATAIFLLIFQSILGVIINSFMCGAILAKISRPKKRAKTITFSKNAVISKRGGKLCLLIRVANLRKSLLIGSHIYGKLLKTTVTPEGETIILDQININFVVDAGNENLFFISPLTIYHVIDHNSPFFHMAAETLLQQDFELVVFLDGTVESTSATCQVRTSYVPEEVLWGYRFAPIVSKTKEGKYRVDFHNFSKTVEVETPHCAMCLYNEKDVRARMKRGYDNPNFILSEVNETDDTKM
SRC2 TRFRET art: TR-FRET signal artefacts, primary screen, artefact control for PPARgamma SRC-2 agonist project, biochemical. TR-FRET artefact counter-screen; hits give high values. TR-FRET ratio at 8 µM. 0.4% of 200,000 active. AID 1049, 2008; in the data active = TR-FRET ratio above about 2000; note: inactives centre near 1500
PPARg SRC2 recr: agonists of PPARg-SRC-2 recruitment, primary screen, biochemical, HTS; Peroxisome proliferator-activated receptor gamma (Homo sapiens), P37231; PPARgamma LBD-SRC-2 recruitment; activation, % at 8 µM; 0.34% of 200,000 active; in the data active = activation above about 22%;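 note: 0% = vehicle and 100% = reference agonist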
bIAP inh: bovine intestinal alkaline phosphatase inhibitors, primary screen, selectivity assay for TNAP inhibitor project, biochemical, bovine IAP, CDP-star luminescence; purified bovine IAP, 30 min; inhibition, % at 20 µM; 190,000 tested, under 10 active;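 active = over 50% inhibition of intestinal alkaline phosphatase at 20 µM in the single-dose screen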
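Incubation: 30 min reaction at room temperature / Material: purified bovine intestinal alkaline phosphatase (IAP) enzyme / Input: enzyme at 1/65,000,000 dilution / Dosing: 20 µM single dose / Signal: CDP-star luminescence signal / Reagent: CDP-star chemiluminescent phosphatase substrate, 30 µM final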
PPARg SRC-1 ag: PPARgamma agonists recruiting SRC-1 coactivator, primary screen, biochemical; PPARgamma-SRC-1 coactivator recruitment biochemical assay; activation, % at 8 µM; 0.41% of 200,000 active; Peroxisome proliferator-activated receptor gamma (Homo sapiens), P37231; in the data active = activation above about 19%;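 note: 0% = DMSO and 100% = reference agonist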
PPARg SRC3 recr: PPARgamma agonists recruiting SRC-3 coactivator, primary screen, biochemical | 0.26% of 200,000 active | biochemical PPARgamma/SRC-3 coactivator recruitment assay | activation, % at 8 µM | AID 731, 2007; in the data active = activation above about 23%;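 note: 0% = DMSO and 100% = reference agonist; some compounds past the cut are filed as inactive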
* hit, by the source's call; nt = not tested or not shown.

SMILES	Redox H2O2 prof	S1P3 antag	Lmaj promast	RAM inhibit	HMGR II inh	ROMK primary	SRC2 TRFRET art	PPARg SRC2 recr	bIAP inh	PPARg SRC-1 ag	PPARg SRC3 recr
CN(C)C=NC(=O)c1cc(C(=O)c2ccccc2Cl)c[nH]1	0.4	-18	0	-0.6	-1	-0.92	1500	1	-2	-4	2
CCOC(=O)C1=C(C)N=C2SC(C)C(=O)N2C1c1ccc(OCC)c(OCC)c1 (stereo not drawn)	-5.0	-13	-5	1.4	-4	-0.0076	1406	-3	1	-3	2
CCOC(=O)C1=C(N)Oc2c(oc(CO)cc2=O)C1c1ccccc1 (stereo not drawn)	-0.7	5	8	0.8	-1	-0.4	1511	2	11	0	0
NC(=O)Cn1cc(C(=O)COc2ccccc2)c2ccccc21	-0.9	-13	1	1.1	-2	-1.5	1429	-2	4	-9	-2
O=C1CC2CS(=O)(=O)CC2N1c1ccc(Oc2ccccc2)cc1 (stereo not drawn)	3.3	9	-6	1.5	0	nt	1304	-4	4	-6	1
Cc1ccccc1-n1c(C)n[nH]c1=S	-0.2	nt	-6	0.3	-11	-0.28	1562	4	6	0	11
COC(=O)c1ccc(NCCc2csc(-c3ccc(C)cc3)n2)c([N+](=O)[O-])c1	1.1	nt	-5	4.8	2	nt	1638	13	12	6	5
CCCCc1nn(-c2cc(Cl)ccc2OC)c2c1C(=O)CCC2	-0.8	nt	16	0.6	3	nt	1463	3	-9	-2	6
O=S(=O)(c1ccccc1)c1nc(-c2ccco2)oc1NCc1cccnc1	0.3	1	-2	0.7	-1	0.13	1452	2	9	-4	-4
O=c1ccc(Oc2nc(N3CCOCC3)nc(N3CCOCC3)n2)nn1-c1ccccc1	0.0	nt	1	0.2	3	1.9	1598	8	-9	5	9
COc1ccc(C[C@H]2CN3C(=NC[C@H]3C)N2CCNC(=O)CCC2CCCCC2)cc1	0.7	4	32	2.1	-4	nt	1561	2	-37	10	1
COc1cccc(-n2c(Cc3cc(=O)[nH]c(=O)[nH]3)nnc2SCC(=O)N2CCCCC2)c1	-3.9	-26	-7	0.8	-3	nt	1429	2	3	7	4
Cc1ccc(NC(=O)CN2CCC(NC(=O)Cc3ccccc3)CC2)c(C)c1	0.3	-12	70*	2.7	0	-0.24	1724	1	14	6	-1
Cc1ccc(-n2c(SCC(N)=O)nnc2-c2cccnc2)c(C)c1	1.3	7	-3	1.0	-2	nt	1565	2	3	-4	9
CC1(CCc2ccc(O)cc2)NC(=O)NC1=O (stereo not drawn)	0.1	nt	-5	0.0	-5	-0.076	1632	11	-5	2	5
CC(C)C(=O)Nc1ccccc1N1CCN(C(=O)c2ccccc2)CC1	2.9	9	38	2.6	0	nt	1542	-3	-7	-8	-7
CCOc1ccc(/C=C(\C#N)C(=O)Nc2cccnc2)cc1	0.2	-25	-7	0.6	-1	nt	1580	9	13	2	2
CCOC(=O)C1CCN(C(=S)Nc2ccc(S(N)(=O)=O)cc2)CC1	-0.5	-2	-1	1.4	2	-0.08	1620	-3	10	6	2
Cc1ccc(C)c(OCC(=O)N/N=C/c2ccsc2)c1	6.9	nt	-3	1.3	-2	nt	1431	-6	3	-9	-3
COc1cc(-c2ccc(NC(=O)CN3CCCCC3)c(OC)c2)ccc1NC(=O)CN1CCCCC1	0.0	9	-3	nt	nt	-1.4	1472	10	nt	10	2
CCS(=O)(=O)c1ccc2oc(SCC(=O)N3CCCCC3)nc2c1	-2.3	-12	2	-1.0	1	0.031	1723	0	4	-2	-5
COc1ccc(NC(=O)c2cccs2)cc1OC	2.5	17	-1	1.7	1	-0.39	1332	-3	4	-10	1
Cc1ccc(CN2CCNC(=O)C2CC(=O)N(C)C(C2CC2)C2CC2)o1 (stereo not drawn)	-1.7	-16	-4	0.2	0	0.21	1794	3	-1	13	4
Cc1ccc(C)c(OCCCNC2CCCC2)c1C	-1.1	0	97*	0.9	-6	-0.46	1462	-3	9	-4	0
O=C(N/N=C/c1ccco1)/C(=C/c1cccc([N+](=O)[O-])c1)NC(=O)c1ccccc1	2.1	nt	2	0.0	-4	-0.63	1394	4	-8	6	-4

Reprinted from the listing, eight compounds:
SMILES	Redox H2O2 prof	S1P3 antag	Lmaj promast	RAM inhibit	HMGR II inh	ROMK primary	SRC2 TRFRET art	PPARg SRC2 recr	bIAP inh	PPARg SRC-1 ag	PPARg SRC3 recr
CN(C)C=NC(=O)c1cc(C(=O)c2ccccc2Cl)c[nH]1	0.4	-18	0	-0.6	-1	-0.92	1500	1	-2	-4	2
CCOC(=O)C1=C(C)N=C2SC(C)C(=O)N2C1c1ccc(OCC)c(OCC)c1 (stereo not drawn)	-5.0	-13	-5	1.4	-4	-0.0076	1406	-3	1	-3	2
CCOC(=O)C1=C(N)Oc2c(oc(CO)cc2=O)C1c1ccccc1 (stereo not drawn)	-0.7	5	8	0.8	-1	-0.4	1511	2	11	0	0
NC(=O)Cn1cc(C(=O)COc2ccccc2)c2ccccc21	-0.9	-13	1	1.1	-2	-1.5	1429	-2	4	-9	-2
O=C1CC2CS(=O)(=O)CC2N1c1ccc(Oc2ccccc2)cc1 (stereo not drawn)	3.3	9	-6	1.5	0	nt	1304	-4	4	-6	1
Cc1ccccc1-n1c(C)n[nH]c1=S	-0.2	nt	-6	0.3	-11	-0.28	1562	4	6	0	11
COC(=O)c1ccc(NCCc2csc(-c3ccc(C)cc3)n2)c([N+](=O)[O-])c1	1.1	nt	-5	4.8	2	nt	1638	13	12	6	5
CCCCc1nn(-c2cc(Cl)ccc2OC)c2c1C(=O)CCC2	-0.8	nt	16	0.6	3	nt	1463	3	-9	-2	6

New compounds follow
SMILES	Redox H2O2 prof	S1P3 antag	Lmaj promast	RAM inhibit	HMGR II inh	ROMK primary	SRC2 TRFRET art	PPARg SRC2 recr	bIAP inh	PPARg SRC-1 ag	PPARg SRC3 recr
COC(=O)C1(CO)NC(c2cccs2)C2C(=O)N(c3ccccc3)C(=O)C21 (stereo not drawn)	0.8	-12	-5	0.0	-2	nt	1620	1	0	4	11
COc1cc(C(=O)NC2(C(F)(F)F)NC(=O)N(CCCc3ccccc3)C2=O)cc(OC)c1OC (stereo not drawn)	0.3	-2	5	0.8	1	nt	1690	1	10	4	-1
CC(C)Cc1cc(C(=O)Nc2ccc3c(c2)OCO3)no1	-0.4	20	34	2.3	-3	nt	1403	-6	15	6	0
Cc1ncc([N+](=O)[O-])n1CCOC(=O)c1ccc(Cl)cc1Cl	-4.2	nt	-1	4.8	1	nt	1576	11	6	6	-6
O=C(CSc1nc2ccccc2c(=O)n1CCCN1CCOCC1)c1c[nH]c2ccccc12	-0.2	-9	53*	0.5	-3	0.25	1547	-7	23	-2	-4
O=[N+]([O-])c1cnccc1Nc1cccc(F)c1	-1.4	nt	0	-0.5	5	nt	1649	5	-1	13	-9
O=C(NC1CCS(=O)(=O)C1)Oc1ccccc1 (stereo not drawn)	0.1	nt	-4	0.2	-4	-0.14	1335	6	6	0	-2
Cc1ccc(NC(=O)CCC(=O)n2nc(C)cc2C)c(C)c1	0.2	nt	-5	0.8	0	0.35	1719	14	10	3	4
COC(=O)c1ccc(C(=O)Nc2ccc(N)cc2N)cc1	-1.9	-19	-4	1.6	0	nt	1576	6	0	4	4
N#CC1=C(N)N(c2ccccc2)C2=C(C(=O)CCC2)C1c1cccs1 (stereo not drawn)	-0.5	-15	73*	2.7	-5	0.75	1627	1	18	-4	3
COc1ccccc1/C=C/C=N/n1c(C2CCCCC2)n[nH]c1=S	0.6	-3	1	4.1	-1	nt	1556	4	nt	11	2
Cc1ncc(CO)c2cc(S(=O)(=O)c3ccc(F)cc3)c(=O)oc12	-1.4	-4	-4	0.3	-3	nt	1689	3	9	0	1
COC(=O)c1ccc2c(c1)S(=O)(=O)NC(=NCCCN1CCOCC1)S2	0.2	nt	-7	-0.2	-2	nt	1556	11	2	11	3
COC(=O)c1ccccc1NS(=O)(=O)c1ccc2[nH]c(=O)[nH]c2c1	0.3	-2	86*	2.4	-2	0.38	1429	-9	6	-4	-4
O=C(NCC(c1cccs1)N1CCOCC1)c1ccc([N+](=O)[O-])cc1 (stereo not drawn)	0.1	2	3	-0.2	-11	nt	1370	-1	20	6	-2
Cc1ccc(CNC(=O)CCNS(=O)(=O)c2ccc(Br)s2)cc1	0.0	-21	-7	-0.7	-5	-0.13	1355	0	-4	3	-3
COc1cc2c(cc1OC)C(c1cccs1)N(C(=S)NC(C)C)CC2 (stereo not drawn)	-0.4	-10	23	2.4	1	0.16	1729	-5	-8	3	2
COc1ccc(N2CC(C(=O)N/N=C/c3ccc([N+](=O)[O-])cc3)CC2=O)cc1 (stereo not drawn)	0.2	-3	-1	2.2	0	nt	1496	-2	1	-6	4
N#C/C(=C/c1ccc(OCc2ccccc2)cc1)C(=O)NC1CCCCC1	-6.8	nt	3	6.5	1	nt	1798	4	50	8	7
O=C(Cn1nnc(-c2cccs2)n1)N1CCOCC1	-0.3	-3	-7	1.8	-5	0.0019	1449	-1	12	2	-1
COc1ccc(CC(=O)N(c2ccccc2)c2nc(C)cs2)cc1	0.1	-8	32	-0.5	-10	nt	1487	-1	18	-3	0
COCCNc1nc(-n2nc(C)cc2C)nc2sc3c(c12)CCCC3	1.5	14	64*	2.0	5	-2.6	1573	3	-12	2	-2
Clc1cc(Br)ccc1OCCCNCc1ccccc1	0.0	0	99*	0.8	-9	-4.3*	1693	3	14	8	6
Clc1cc(Br)ccc1OCCOCCOc1cccc2cccnc12	3.0	nt	-5	0.9	-5	nt	1466	-8	6	-2	2
COc1cc(C(=O)Nc2ccc(N3CCOCC3)cc2)ccc1OCc1c(C)noc1C	0.5	-10	-2	3.3	1	nt	1607	5	27	4	0
O=C(OC1Cn2c(=O)ccc(=O)n2C1)c1ccc([N+](=O)[O-])cc1	1.6	4	-6	1.4	-1	0.065	1502	4	3	-5	-4
COc1ccccc1N1CCN(S(=O)(=O)c2ccccc2)CC1	1.3	5	-9	-0.2	-14	nt	1568	3	8	0	13
